High-throughput results from PubChem BioAssay.
tim10-1 inh: tim10-1 yeast growth inhibition | S. cerevisiae tim10-1 ts strain growth, BacTiter-Glo, 24 h | inhibition, % at 20 µM | hit rate 2.2% among 330,000;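 active = inhibition of at least 40%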;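 note: mutant grown at 25 °C; 0% = DMSO wells with yeast and 100% = wells holding no yeast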
Mdm2 MdmX PPI: disrupts the human Mdm2-MdmX interaction; SaOS-2 split-luciferase Mdm2/MdmX complementation, luminescence; AID 485346; inhibition, % at 8 µM; hit rate 3% among 330,000;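 active = inhibition of at least 50% at 8 µM in the primary screen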
NALP3 yeast inh: inhibitors of NALP3 inflammasome in yeast | Yeast reconstituted NLRP3/ASC/caspase-1, beta-gal luminescence, 24 h | inhibition, % at 10 µM | hit rate 0.39% among 330,000 | AID 2825;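 active = inhibition of 50% or more; inactive = inhibition below 50%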;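 note: plate controls were induced DMSO wells for no effect and uninduced yeast grown without galactose for full effect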
GRIN3A LBD mod: NR3A (human) ligand-binding domain modulation; Tm shift relative to glycine control, % at 25 µM; NR3A LBD differential scanning fluorimetry, Tm shift; 0% = protein alone, 100% = glycine-bound protein; hit rate 2.5% among 340,000;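 active = melting temperature shift of at least 10% of the positive control shift, at one fixed dose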
UPR XBP1 act: adaptive UPR (XBP1) activation. hit rate 0.33% among 330,000. CHO-XBP1 luciferase reporter, IRE1-XBP1 UPR activation, luminescence; percent of tunicamycin response, DMSO as zero. activation, % at 20 µM;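 active = versus positive control, 20 µM dose yields 30% or more activation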;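 note: 100% = tunicamycin at 10 µg/mL and 0% = DMSO only wells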
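assay system = CHO-XBP1 luciferase reporter cells | amount = 1000 cells/well | buffer or medium = F12 plus 10% FBS | compound dosing = single point, 20 µM final compound, 1% DMSO | incubation = 16-18 h cell attachment at 37 °C, then 6 h compound exposure | detection = Steady-Glo luminescence read | controls = tunicamycin 10 µg/mL and vehicle-only wells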
TIM10 inh: inhibits growth of TIM10 yeast strain. S. cerevisiae TIM10 strain growth, BacTiter-Glo luminescence, 24 h. inhibition, % at 10 µM. hit rate 1.4% among 330,000;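 active = inhibition of 40% or more at the single tested concentration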;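 note: wild-type TIM10 isogenic control strain grown at permissive 25 °C; 0% = DMSO yeast wells and 100% = minimal medium wells without yeast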
tim23-1 inh: tim23-1 yeast growth inhibition | S. cerevisiae tim23-1 growth, BacTiter-Glo luminescence, 24 h | inhibition, % at 20 µM | hit rate 1.3% among 330,000 | AID 463212;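 active = growth inhibition of the mutant yeast at or above 50%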;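 note: temperature-sensitive mutant grown at 25 °C; plate controls were DMSO-treated mutant yeast for no effect and medium wells lacking yeast for full effect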
APJ ag: agonists of human APJ apelin receptor | AID 2520 | CHO-K1 APJ PathHunter beta-arrestin, luminescence; 0% DMSO wells, 100% apelin | hit rate 0.11% among 330,000 | activation, % at 20 µM | P35414;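 active = activation more than six SD over the plate average, tested at 20 µM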;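 note: 0% = DMSO alone and 100% = apelin-13 at 10 nM; some results filed as inactive read as strong as hits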
Target sequence (P35414 whole entry, looked up): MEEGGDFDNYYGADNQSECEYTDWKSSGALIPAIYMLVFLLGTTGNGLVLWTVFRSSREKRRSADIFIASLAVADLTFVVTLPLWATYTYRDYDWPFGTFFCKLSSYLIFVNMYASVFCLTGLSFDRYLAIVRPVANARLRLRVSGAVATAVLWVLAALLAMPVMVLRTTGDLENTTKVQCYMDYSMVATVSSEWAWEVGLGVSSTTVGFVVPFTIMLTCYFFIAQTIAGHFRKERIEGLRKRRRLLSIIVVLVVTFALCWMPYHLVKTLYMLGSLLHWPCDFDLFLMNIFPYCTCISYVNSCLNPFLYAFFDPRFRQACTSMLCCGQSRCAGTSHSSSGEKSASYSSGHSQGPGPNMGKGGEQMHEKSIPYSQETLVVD
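Test system: CHO-K1 APJ beta-arrestin complementation cell line. Amount: cell density 1000 per well. Controls: DMSO negative, 10 nM Apelin-13 positive. Signal: luminescent beta-gal fragment complementation, chemiluminescent substrate. Read-out basis: agonist-driven arrestin binding to APJ. Timing: compound stimulation 90 min at 25 °C, detection 60 min.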
CHOP UPR activ: activators of apoptotic arm of unfolded protein response (CHOP). CHO-CHOP luciferase reporter, UPR activation, luminescence; percent of tunicamycin response over DMSO baseline. activation, % at 10 µM. hit rate 0.34% among 330,000. AID 449763;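 active = at 10 µM dose, activation of 40% or more, normalized to positive control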;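 note: 100% = tunicamycin at 10 µg/mL and 0% = DMSO alone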
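Assay system: CHO cells with stable CHOP pathway luciferase reporter; Buffer or medium: F12 plus 10% serum; Times: 16-18 h cell attachment, then 6 h compound exposure, 37 °C; Signal: luciferase luminescence; Read-out basis: percent activation relative to tunicamycin control; Control set: tunicamycin high control, DMSO low control.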
Starred values were filed as active, the others as inactive.

SMILES | tim10-1 inh | Mdm2 MdmX PPI | NALP3 yeast inh | GRIN3A LBD mod | UPR XBP1 act | TIM10 inh | tim23-1 inh | APJ ag | CHOP UPR activ
COc1ccc(C2c3c(-c4ccccc4)n[nH]c3C(=O)N2c2ccc(C(=O)O)cc2)cc1 (stereo unspecified) | -15.4 | 4.1 | 2.9 | -1.9 | -3.2 | 8.5 | 13.5 | -0.9 | -0.6
COC(=O)c1ccc(CSc2ccc3nnc(-c4ccc(OC)c(OC)c4)n3n2)o1 | 4.3 | 30.4 | 0.3 | -0.8 | 9.4 | 12.5 | 8.8 | -4.4 | -1.2
O=[N+]([O-])c1ccc(COc2cccc(CNc3ccc(Br)cc3)c2)cc1 | 16.1 | 27.3 | 5.0 | 4.2 | -1.6 | 5.9 | 9.8 | 3.3 | -0.6
O=C(/C=C/c1ccccc1)N/C(=C/c1ccccc1)C(=O)Nc1ccc(C(=O)O)cc1 | 7.9 | -20.8 | 10.1 | -0.7 | -2.2 | -5.1 | 11.8 | -0.2 | 1.7
O=C(NC1=NCCS1)c1ccc(Cl)c(Cl)c1 | 1.2 | -109.7 | 38.6 | 1.4 | -6.2 | 17.0 | 42.7 | 1.5 | 2.7
COc1ccc(NC(=O)N2CCc3ccccc3C2)cc1OC | -0.2 | 17.2 | 6.8 | 2.3 | -5.0 | 15.1 | 4.6 | 2.9 | 0.7
COc1ccc(COC(=O)C2=C(C)NC(=O)NC2c2cc(OC)ccc2OC)cc1 (stereo unspecified) | 15.4 | -4.0 | 20.1 | -0.7 | -1.4 | -7.5 | 8.2 | -2.7 | 1.1
CC(C)(C)Nc1nc(-c2ccccn2)nc2ccccc12 | -7.7 | 87.5* | 21.4 | -8.1 | 9.5 | -15.8 | -51.4 | -8.8 | 61.4*
CCCCC1CC(/C(C)=N/NC(N)=O)OC1=O (stereo unspecified) | -11.4 | 24.7 | 17.8 | -0.6 | -0.8 | -4.7 | 0.3 | 0.9 | -1.6
COC(=O)Cc1c(C)c2ccc(OC(C)C)cc2oc1=O | -14.8 | -40.0 | 11.1 | -0.4 | 1.6 | -11.5 | -12.3 | -1.7 | 2.2
Nc1c(C(=O)c2ccc(Cl)cc2)oc2ccccc12 | 13.0 | -1.8 | 11.6 | -1.6 | 1.4 | 13.9 | 13.6 | -2.4 | 1.8
O=C(N/N=C1\CCCc2ccccc21)c1ccccc1Cl | 8.9 | -26.9 | 17.5 | -1.0 | 3.8 | 0.8 | 24.1 | -3.3 | 2.2
C/C(=N\N)c1c(-c2ccccc2)c2cc(Br)ccc2[nH]c1=O | 29.5 | 9.3 | 9.3 | -2.1 | -1.8 | 11.9 | 45.9 | -3.6 | -1.7
C[C@]12C(=O)N(c3ccc(C(F)(F)F)cc3)C(=O)N1[C@H]1c3ccccc3OC[C@@H]1[C@H]2c1ccccc1 | 14.4 | 57.3* | 12.6 | 0.2 | -0.2 | 15.8 | 24.7 | 0.4 | -2.2
COC(=O)c1ccc(COc2ccccc2/C=N/NS(=O)(=O)c2ccccc2)cc1 | 23.3 | 52.0* | 13.8 | 1.3 | 3.8 | 5.9 | -0.8 | -6.7 | 1.7
CC1Cc2ccccc2N1CC(=O)NC(=O)NCc1ccco1 (stereo unspecified) | 35.7 | 17.4 | 15.9 | -0.7 | -0.6 | 10.5 | 15.9 | -1.8 | -1.9
Cc1cc2nc(-c3ccc(=O)[nH]c3)n(Cc3ccccc3)c2cc1C | 23.4 | 35.9 | 8.6 | 0.4 | 1.4 | 1.2 | 25.8 | -2.6 | 7.1
CC(=O)N=C1SC2CS(=O)(=O)CC2N1c1ccccc1Cl (stereo unspecified) | 6.3 | 20.9 | 6.5 | 3.0 | -0.6 | 2.9 | -11.5 | -3.0 | 0.4
COc1ccc(CCn2c(=N)c(S(=O)(=O)c3ccccc3)cc3c(=O)n4ccccc4nc32)cc1 | 5.0 | 30.1 | 7.5 | -4.7 | 0.7 | 4.4 | 9.5 | -4.7 | 0.0
CCOc1ccc(CCNC(=O)c2cnc(C)cn2)cc1OCC | -6.9 | 13.7 | 2.2 | -0.8 | -6.2 | 5.2 | -0.2 | -5.6 | 0.9
COc1ccc(-c2nnc3ccc(SCC(=O)NCc4ccco4)nn23)cc1OC | 1.2 | -2.4 | 9.5 | -18.5 | -2.4 | 4.5 | 20.9 | -1.8 | -0.1
CN(C)C=NC(=O)c1cc(C(=O)c2ccccc2)c[nH]1 | -9.9 | 11.2 | 9.2 | -2.4 | -2.5 | -0.8 | -4.0 | -0.7 | 1.4
Cc1snc2sc(C(=O)c3ccc(F)cc3)c(N)c12 | -18.6 | -78.0 | 36.1 | 0.9 | 2.2 | -31.3 | -16.4 | -0.8 | 8.4
CC(C)C(=O)Nc1cccc(NC(=S)NC(=O)c2ccc3c(c2)OCO3)c1 | -13.0 | -44.1 | 9.4 | 11.6* | -4.5 | -10.4 | -7.4 | 7.0 | 5.4
COc1ccc(CNC(=O)C2CC(c3ccccc3C(F)(F)F)=NO2)cc1 (stereo unspecified) | 19.2 | -9.2 | 28.6 | -1.0 | 0.4 | -6.7 | 19.1 | -3.9 | 0.5

Profiles, looked up by structure:
Results for COC(=O)c1ccc(CSc2ccc3nnc(-c4ccc(OC)c(OC)c4)n3n2)o1 → tim10-1 inh = 4.3; Mdm2 MdmX PPI = 30.4; NALP3 yeast inh = 0.3; GRIN3A LBD mod = -0.8; UPR XBP1 act = 9.4; TIM10 inh = 12.5; tim23-1 inh = 8.8; APJ ag = -4.4; CHOP UPR activ = -1.2
Results for COc1ccc(CNC(=O)C2CC(c3ccccc3C(F)(F)F)=NO2)cc1 (stereo unspecified) → tim10-1 inh = 19.2; Mdm2 MdmX PPI = -9.2; NALP3 yeast inh = 28.6; GRIN3A LBD mod = -1.0; UPR XBP1 act = 0.4; TIM10 inh = -6.7; tim23-1 inh = 19.1; APJ ag = -3.9; CHOP UPR activ = 0.5
Results for CN(C)C=NC(=O)c1cc(C(=O)c2ccccc2)c[nH]1 → tim10-1 inh = -9.9; Mdm2 MdmX PPI = 11.2; NALP3 yeast inh = 9.2; GRIN3A LBD mod = -2.4; UPR XBP1 act = -2.5; TIM10 inh = -0.8; tim23-1 inh = -4.0; APJ ag = -0.7; CHOP UPR activ = 1.4

The results go on:
SMILES | tim10-1 inh | Mdm2 MdmX PPI | NALP3 yeast inh | GRIN3A LBD mod | UPR XBP1 act | TIM10 inh | tim23-1 inh | APJ ag | CHOP UPR activ
O=C(CC1C(=O)NCCN1CC1CCCCC1)NCCCN1CCOCC1 (stereo unspecified) | -7.0 | 6.3 | 17.9 | 0.3 | -1.1 | -1.8 | -4.3 | -3.1 | 2.9
CC(C)(C)c1[nH]nc2c1C(c1cccnc1)C(C#N)=C(N)O2 (stereo unspecified) | -5.0 | 24.1 | -2.9 | -2.6 | 0.5 | 6.5 | 4.8 | -5.5 | 2.7
COc1ccccc1OCCOCCn1cnc2ccccc2c1=O | 14.7 | 11.9 | 4.2 | 2.9 | -1.5 | 10.4 | 3.0 | -3.7 | -2.1
COCC1CCN(C(=O)c2ccc(OC3CCN(Cc4ccccn4)CC3)cc2)C1 (stereo unspecified) | 1.9 | -0.9 | 5.5 | 0.5 | -0.8 | -4.5 | 12.7 | 4.2 | 1.7
COc1ccccc1C(=O)NC(CCSC)C(=O)NCc1ccccn1 (stereo unspecified) | 3.2 | -5.8 | 25.2 | 3.9 | -1.1 | -1.9 | 21.3 | 1.4 | -1.1
Cc1c(CC(=O)NCC(=O)O)c(=O)oc2cc3oc4c(c3cc12)CCCC4 | 23.9 | 7.6 | 13.4 | -3.1 | -1.2 | -16.3 | -2.4 | -4.4 | -2.2
CCOC(=O)c1ccccc1NC(=O)CSC(C)C(=O)Nc1cc(C)on1 (stereo unspecified) | 0.3 | 2.9 | 15.4 | -0.6 | -0.4 | -5.6 | 0.3 | -7.6 | 0.1
COC(=O)c1ccc(C2C(C#N)=C(C)NC3=C2C(=O)CC(C)(C)C3)cc1 (stereo unspecified) | 4.9 | 3.5 | 12.7 | 0.8 | 1.8 | -11.9 | 13.1 | 0.4 | 0.2
O=C(Cc1ccc(Br)cc1)NCCc1ccccc1 | -2.2 | -0.7 | 25.7 | -0.2 | 0.0 | -23.4 | -19.3 | 0.2 | 1.0
COc1ccc(CNC(=O)C(NC(C)=O)C(=O)Nc2ccc(C(C)C)cc2)cc1 (stereo unspecified) | 22.2 | -10.1 | -5.9 | 0.3 | 0.3 | 8.0 | 25.1 | -0.7 | 0.1
C/C(=N/NC(=O)Cc1c(C)[nH][nH]c1=O)c1ccc(O)cc1 | 0.8 | 3.2 | 12.1 | 0.5 | -2.7 | 11.2 | -0.6 | -3.4 | -1.2
Cc1ccc(Cl)cc1N(CC(=O)N1CCCCCC1)S(C)(=O)=O | 23.3 | 5.1 | 13.4 | 0.1 | -1.6 | 3.8 | 18.1 | -2.9 | 1.6
O=C1C(=O)N(CCCN2CCOCC2)C(c2ccc([N+](=O)[O-])cc2)/C1=C(/O)c1ccc2c(c1)OCO2 (stereo unspecified) | -12.3 | 10.7 | 3.7 | -1.3 | -5.1 | -0.5 | 0.0 | 3.9 | 0.2
O=C(c1ccccc1)N1CCN(C(=O)N2CCOCC2)CC1 | 3.8 | -3.8 | -7.4 | -1.4 | 1.9 | 3.6 | 9.1 | 2.5 | 0.6
CNC(=O)CCn1nc(-c2ccc(C)cc2)c2ccccc2c1=O | 13.1 | -1.0 | 8.6 | -1.1 | 0.6 | 8.6 | 19.5 | 3.4 | -2.8
O=C(COC(=O)c1ccc(Cl)nc1)NC(=O)c1ccccc1 | -1.4 | 18.7 | 3.3 | -0.3 | -3.9 | -4.6 | -3.2 | -5.9 | -0.9
CC1CCc2sc(C(=O)NNC(=S)NCC3CCCO3)cc2C1 (stereo unspecified) | 2.1 | -0.1 | 8.2 | 0.8 | -1.0 | 11.6 | -2.7 | -0.1 | 3.4
CSc1ccccc1OCc1cc(C(=O)NC(C)Cc2cccc(C)n2)no1 (stereo unspecified) | 34.7 | -33.3 | 13.8 | 3.2 | 5.5 | 22.0 | 38.6 | 1.2 | 2.4
COC(=O)c1ccc(CSc2nc3cc(Cl)ccc3o2)cc1 | -8.8 | -1.6 | 17.9 | 3.8 | 0.7 | 1.8 | 10.8 | 2.4 | -0.6
Cc1cccc(C(=O)N2CCN(c3ccc([N+](=O)[O-])c(NCc4ccco4)c3)CC2)c1 | 8.2 | 32.3 | 9.9 | -3.4 | -3.5 | 14.6 | 14.3 | 1.6 | 2.2
O=C(Nc1cccc(Cl)c1)c1nc[nH]c1C(=O)NCCCNC(=O)c1[nH]cnc1C(=O)Nc1cccc(Cl)c1 | 14.5 | 46.7 | 9.1 | 22.6* | 12.3 | 2.4 | 26.3 | -2.1 | 6.8
O=[N+]([O-])c1c(Nc2ccccc2O)cc(N2CCOCC2)c2nonc12 | -5.8 | 33.0 | 17.0 | -3.0 | 1.6 | -9.1 | 14.7 | -2.7 | -1.9
O=C(CN1C(=O)COc2ccc(S(=O)(=O)N3CCOCC3)cc21)Nc1cccc(Cl)c1 | 15.7 | 18.5 | 6.0 | 0.9 | -6.2 | 4.6 | 6.7 | -3.8 | -1.1
